# High-throughput results deposited in PubChem by National Center for Advancing Translational Sciences (NCATS).
# RORg inh = ROR gamma (mouse) transcription inhibition. actives 5.4% (n = 310,000). AID 2551. Potency, µM (highest dose often 53.6 µM), for inactives: top-dose activity change, negative = inhibition, usual class: inhibitors. Drosophila S2 Gal4-RORgamma UAS-luciferase reporter, 20 h; note: % is set by controls: 0 for no effect and ±100 for the full control effect; nearly all actives have a fitted effect of over 60% in size
#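 Luminescence from a UAS-regulated Photinus luciferase reporter in stably transfected Drosophila Schneider cells is measured; decreased signal marks ROR gamma inhibition. Fusion expression is induced by 700 uM copper sulfate for 20 hr.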
# MBNL1-CUG inh = inhibitors of human MBNL1 binding to CUG repeat RNA; Potency, µM (highest dose often 57.5 µM), inactives show at the top dose activity change, negative = inhibition, hits mostly inhibitors; actives 0.036% (n = 280,000); TR-FRET MBNL1-His/biotin-(CUG)12 binding, 665/545 ratio; Q9NR56; active = well fitted inhibition curve with a large enough effect in the signal ratio, with a control signal flat, not every such curve was filed as active; inconclusive = small, poorly fitted or top-dose-only effect, or effect the other way, or a change in a side signal; inactive = no such curve, though single readings can be large or run the other way; the % refers to the signal ratio; note: % is set by controls: 0 for no effect and ±100 for the full control effect
#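 His-tagged MBNL1 binding to biotinylated (CUG)12 RNA was measured by TR-FRET using terbium anti-His antibody (0.055 ng/ul final) and streptavidin-XL665 (5 nM final). Compounds were titrated 92 nM to 58 uM; 60 min at room temperature.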
# FLuc modulator = firefly luciferase modulation, counter-screen for miR-21 project | P08659 | purified FLuc, Km substrates, luminescence inhibition | Potency, µM (highest dose often 57.5 µM), inactives show top-dose activity change, negative = inhibition, hits mostly inhibitors | actives 6.9% (n = 360,000) | AID 588342;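 note: plate controls were vehicle for no effect and reference inhibitor for full effect; nearly all actives have a fitted effect of over 55% in size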
# Target sequence (P08659 whole entry, looked up): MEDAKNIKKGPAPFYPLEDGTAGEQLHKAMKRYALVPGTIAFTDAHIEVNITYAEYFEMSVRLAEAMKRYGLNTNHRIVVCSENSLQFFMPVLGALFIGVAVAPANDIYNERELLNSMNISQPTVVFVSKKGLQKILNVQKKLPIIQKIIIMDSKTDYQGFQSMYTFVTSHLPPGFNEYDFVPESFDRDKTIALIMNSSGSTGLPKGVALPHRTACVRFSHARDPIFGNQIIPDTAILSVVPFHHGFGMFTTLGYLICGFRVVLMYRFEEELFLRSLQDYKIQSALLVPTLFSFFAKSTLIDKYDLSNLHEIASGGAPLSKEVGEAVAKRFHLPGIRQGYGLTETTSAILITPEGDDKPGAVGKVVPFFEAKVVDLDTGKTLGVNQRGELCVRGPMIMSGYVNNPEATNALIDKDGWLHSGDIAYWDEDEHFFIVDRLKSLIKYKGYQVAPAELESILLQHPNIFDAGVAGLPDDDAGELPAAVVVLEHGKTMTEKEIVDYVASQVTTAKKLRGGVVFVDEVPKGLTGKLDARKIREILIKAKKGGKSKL
#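 Biochemical qHTS of compounds, final roughly 60 µM downward over six points, against 10 nM purified firefly luciferase using Km concentrations of substrates (10 uM D-luciferin, 10 uM ATP) in Tris acetate pH 7.5 buffer; luminescence output.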
# NPC1 prom act = NPC1 promoter activation; Huh7 NPC1 promoter luciferase reporter, 24 h; Potency, µM (titrated, usually from 9.22 µM), for the others: at the highest dose activation, hits mostly activators; actives 2.4% (n = 320,000); AID 485313;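 note: % of control where 0% means no effect; nearly all actives have a fitted effect of over 60% in size; reporter is driven by a mutant NPC1 promoter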
#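 Quantitative HTS used a cell-based reporter: Huh7 cells stably bearing the NPC1 promoter upstream of luciferase were treated with compounds for 24 h, and promoter activation was read as luminescence.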
# p53 reactivator = re-activators of mutant p53 | H1299 p53-A138V BP100-luciferase reporter, luminescence, 24 h | Potency, µM (titrated, usually from 92.2 µM), for inactives: at the highest dose activity change, positive = activation, most hits filed as activators | actives 0.063% (n = 320,000) | AID 504706; note: % of control where 0% means no effect; nearly all actives have a fitted effect of over 45% in size
#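 p53-null H1299 cells stably carrying temperature-sensitive p53-A138V and a BP100-luciferase reporter were pinned with compounds (4-point, 1:5 series) and held 24 hrs at 37 deg C. Luminescence was read 10 min after detection reagent.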
# VP16 counter = Gal4-VP16 reporter inhibition counter-screen. actives 3.5% (n = 310,000). Drosophila S2 Gal4-VP16 UAS-luciferase, luminescence, 20 h. Potency, µM (series often up to 53.6 µM), for inactives: at the highest dose activity, negative = inhibition, hits mostly inhibitors;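 note: Gal4-VP16 expression switched on by copper sulfate through the metallothionein promoter; % is set by controls: 0 for no effect and ±100 for the full control effect; nearly all actives have a fitted effect of over 50% in size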
# BRCA1 expr act = activators of BRCA1 expression | AID 624202 | actives 1.1% (n = 380,000) | MCF7-BRCA1-FFLuc reporter, luminescence, 48 h; response scale: scaled: vehicle 0%, 10 µM genistein 100% | Potency, µM (series often up to 46.1 µM), inactives show at the highest dose activation, actives largely listed as activators; note: nearly all actives have a fitted effect of over 80% in size; some results filed as inactive show a strong effect at the top dose
#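 MCF7 cells carrying a BRCA1-firefly luciferase reporter (2000 cells/well, phenol-red free MEM) were attached for 2 h at 37 °C, then given compounds for 48 h. Luminescence was read 15 min after luciferase reagent; activity normalized to genistein (10 microM) and DMSO.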
# Rab9 promoter act = activators of Rab9 promoter; Huh7 Rab9 promoter-luciferase reporter, luminescence, 24 h; Potency, µM (titrated, usually from 9.22 µM), for the others: at the top dose activation, negative = inhibition, most hits filed as activators; actives 2.8% (n = 320,000); AID 485297; note: % of control where 0% means no effect; nearly all actives have a fitted effect of over 60% in size
#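 Luminescence read-out: Huh7 cells stably expressing Rab9-luciferase, treated 24 h with compound at 37 °C, then lysed with luciferase reagent for 10 min at ambient before reading.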
# uPA surface inh = inhibitors of cell surface uPA generation. cell surface uPA generation assay, qHTS. Potency, µM (doses to about 38.3 µM), for the others: at the highest dose activity change, negative = inhibition, usual class: inhibitors. actives 0.31% (n = 330,000); active = well fitted inhibition curve with a large enough effect; inconclusive = small, poorly fitted or top-dose-only effect; inactive = no such curve, though single readings can be large or run the other way; tested in mouse RAW 264.7 cells; note: % is set by controls: 0 for no effect and ±100 for the full control effect; nearly all actives have a fitted effect of over 55% in size
# ELG1 genotox = induces genotoxicity in HEK293T cells with luciferase-tagged ELG1. HEK293T ELG1-luciferase reporter, luminescence, 16 h. Potency, µM (series often up to 46 µM), for inactives: at the top dose activity change, positive = activation, usual class: activators. AID 504466. actives 1.3% (n = 330,000); note: % of control where 0% means no effect; nearly all actives have a fitted effect of over 60% in size
#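 Genotoxic stress is detected as increased luminescence from luciferase-tagged ELG1 in HEK293T cells, measured with ONE-Glo after a 16 hr treatment at 37 °C.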
# Numbers without * were called inactive; ? = inconclusive; / = not tested or not shown. Unless noted, calls come from the whole dose curve; as a rule, active = well fitted curve in the direction sought with a large enough effect; inconclusive = small, poorly fitted or top-dose-only effect, or another doubt; inactive = no such curve, though single readings can be large; an effect the other way counts as inactive or inconclusive. Potency is the fitted concentration of half-maximal effect.
1	CO/C([O-])=N/c1c[n+](-c2ccc(Cl)cc2)no1
2	CCOc1cc(C(=O)NCc2ccco2)cc(OCC)c1OCC
3	COc1ccc(Oc2ccccc2/C=C/C(=O)O)cc1
4	CCOC(=O)c1sc(NS(=O)(=O)c2ccc(C)cc2)nc1C
5	COc1cccc(CN2CCN(S(=O)(=O)c3ccc(Cl)s3)CC2)c1
6	COc1c(C)cccc1C(=O)NC(=S)Nc1ccccc1N1CCCC1
7	CCCCC(CC)CNC(=O)c1ncn[nH]1 (stereo not given)
8	Fc1ccccc1CNCc1ccc2c(c1)OCO2

screen / no.	1	2	3	4	5	6	7	8
RORg inh	2%	100%	-18%	20%	31%	10µM*	1%	?
MBNL1-CUG inh	?	-1%	-11%	3%	1%	1%	-4%	-1%
FLuc modulator	3%	4%	0%	2%	5%	5%	2%	-6%
NPC1 prom act	1%	0%	-2%	-5%	-1%	1%	-4%	14%
p53 reactivator	-9%	/	7%	-5%	15%	11%	3%	/
VP16 counter	-6%	23%	-1%	-2%	-14%	20µM*	1%	-10%
BRCA1 expr act	2%	-3%	3%	0%	-36%	29%	-17%	68%
Rab9 promoter act	0%	6%	-3%	0%	0%	10%	-1%	7%
uPA surface inh	-4%	5%	-4%	/	-1%	8%	-11%	-7%
ELG1 genotox	1%	-2%	0%	1%	-2%	0%	-6%	4%

9	Cc1nc2ccc(Nc3ccncc3)cc2s1
10	O=c1ccc2c(o1)/C(=C/C=C(Cl)Cl)CCC2
11	O=C(COC(=O)CC1CCCCC1)Nc1c(Cl)cccc1Cl
12	O=C(O)CN1C(=O)/C(=C\c2cc(Br)ccc2OCc2ccccc2Cl)SC1=S
13	CN(C)c1ccc(C(C(=O)NC(C)(C)C)N(C(=O)c2csnn2)C2CC2)cc1 (stereo not given)
14	CCOc1cc(C(=O)OCc2ccc([N+](=O)[O-])cc2)ccc1OCC(=O)N1CCOCC1
15	Cc1ccc(NC(=O)COC(=O)/C=C/c2ccccc2)cc1S(=O)(=O)N1CCOCC1
16	O=C(N/N=C/c1ccc2nccnc2c1)c1cccc([N+](=O)[O-])c1

screen / no.	9	10	11	12	13	14	15	16
RORg inh	-3%	?	/	-4%	30%	/	14%	-2%
MBNL1-CUG inh	2%	?	/	-4%	0%	/	7%	?
FLuc modulator	-3%	-5%	-2%	4%	-1%	4%	?	?
NPC1 prom act	0%	-3%	-1%	4%	1%	-2%	-3%	14%
p53 reactivator	-3%	-27%	5%	10%	-4%	1%	4%	-2%
VP16 counter	1%	-12%	/	-5%	-2%	/	-1%	-12%
BRCA1 expr act	6%	-31%	43%	-47%	21%	-18%	30%	-1%
Rab9 promoter act	9%	8%	-1%	9%	3%	0%	4%	14%
uPA surface inh	10%	-6%	12%	0%	2%	-6%	-2%	-14%
ELG1 genotox	2%	-1%	2%	7%	?	-12%	3%	4%

# Some of these compounds in order of SMILES length, descending:
15	Cc1ccc(NC(=O)COC(=O)/C=C/c2ccccc2)cc1S(=O)(=O)N1CCOCC1
5	COc1cccc(CN2CCN(S(=O)(=O)c3ccc(Cl)s3)CC2)c1
1	CO/C([O-])=N/c1c[n+](-c2ccc(Cl)cc2)no1

screen / no.	15	5	1
RORg inh	14%	31%	2%
MBNL1-CUG inh	7%	1%	?
FLuc modulator	?	5%	3%
NPC1 prom act	-3%	-1%	1%
p53 reactivator	4%	15%	-9%
VP16 counter	-1%	-14%	-6%
BRCA1 expr act	30%	-36%	2%
Rab9 promoter act	4%	0%	0%
uPA surface inh	-2%	-1%	-4%
ELG1 genotox	3%	-2%	1%

# (list continues)
17	CCOC(=O)c1cccc(NC(=O)CSc2nnc(C)n2Cc2ccccc2)c1
18	O=C(Cc1cccs1)N/N=C/C=C\c1ccccc1[N+](=O)[O-]
19	O=Nc1c(O)n(Cc2cccc(C(F)(F)F)c2)c2ccccc12
20	O=C(COC(=O)CCOc1ccccc1)NCc1ccco1
21	Cc1cccc(N2CCN(C(=O)c3ccc(NC(=O)CC4SC(N5CCCC5)=NC4=O)cc3)CC2)c1C (stereo not given)
22	CCN(CC)c1ccc(C2C(C(=O)OC(C)C)C(=O)CC(C)(O)C2C(=O)OC(C)C)cc1 (stereo not given)

screen / no.	17	18	19	20	21	22
RORg inh	24%	10%	-10%	-1%	/	-1%
MBNL1-CUG inh	-1%	?	11%	1%	/	1%
FLuc modulator	4%	-7%	3%	7%	/	-1%
NPC1 prom act	-1%	?	-3%	-3%	/	-2%
p53 reactivator	-9%	24%	-3%	6%	-4%	1%
VP16 counter	10%	19%	-2%	15%	/	11%
BRCA1 expr act	-4%	?	-36%	-2%	-23%	-37%
Rab9 promoter act	-2%	?	0%	2%	/	1%
uPA surface inh	16%	0%	6%	3%	-5%	2%
ELG1 genotox	-2%	?	-9%	1%	-3%	-10%

# Compounds above with nitrogen in an aromatic ring (8):
1	CO/C([O-])=N/c1c[n+](-c2ccc(Cl)cc2)no1
4	CCOC(=O)c1sc(NS(=O)(=O)c2ccc(C)cc2)nc1C
7	CCCCC(CC)CNC(=O)c1ncn[nH]1 (stereo not given)
9	Cc1nc2ccc(Nc3ccncc3)cc2s1
13	CN(C)c1ccc(C(C(=O)NC(C)(C)C)N(C(=O)c2csnn2)C2CC2)cc1 (stereo not given)
16	O=C(N/N=C/c1ccc2nccnc2c1)c1cccc([N+](=O)[O-])c1
17	CCOC(=O)c1cccc(NC(=O)CSc2nnc(C)n2Cc2ccccc2)c1
19	O=Nc1c(O)n(Cc2cccc(C(F)(F)F)c2)c2ccccc12

screen / no.	1	4	7	9	13	16	17	19
RORg inh	2%	20%	1%	-3%	30%	-2%	24%	-10%
MBNL1-CUG inh	?	3%	-4%	2%	0%	?	-1%	11%
FLuc modulator	3%	2%	2%	-3%	-1%	?	4%	3%
NPC1 prom act	1%	-5%	-4%	0%	1%	14%	-1%	-3%
p53 reactivator	-9%	-5%	3%	-3%	-4%	-2%	-9%	-3%
VP16 counter	-6%	-2%	1%	1%	-2%	-12%	10%	-2%
BRCA1 expr act	2%	0%	-17%	6%	21%	-1%	-4%	-36%
Rab9 promoter act	0%	0%	-1%	9%	3%	14%	-2%	0%
uPA surface inh	-4%	/	-11%	10%	2%	-14%	16%	6%
ELG1 genotox	1%	1%	-6%	2%	?	4%	-2%	-9%

# Compounds were not picked by outcome; any-hit rate near 13%.
